Bioassay records deposited in PubChem BioAssay by several laboratories.
aDG glyco act – alpha-DG glycosylation activation. Pro5-aDG cells, alpha-DG glycosylation AlphaScreen (IIH6); 0% Pro5, 100% B10-LARGE cell signal. hit rate 0.22% among 360,000. AID 624168. activation, % at 10 µM;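 active = activation of at least 8% versus controls, or a plate z-score of at least 8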;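 also: Pro5 are CHO cells carrying HIG-tagged alpha-DG that lacks glycosylation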
Granule exo inh – lytic granule exocytosis inhibition; hit rate 0.66% among 360,000; TALL-104 LAMP-1 surface exposure, flow cytometry; cells stimulated with thapsigargin and PMA; inhibition, % at 10 µM;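 active = inhibition above about 55%, limit read from the data; inconclusive = no clear call, values can overlap the other calls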
TRPM1 prom inh – inhibitors of MITF-driven TRPM1 promoter in melanoma cells | SK-MEL-5 TRPM1 promoter luciferase, 24 h | inhibition, % at 12.5 µM | hit rate 0.83% among 330,000;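 active = mean inhibition across replicates of 60% or more, whatever share of single replicates reaches that level; inconclusive = some that reach 60%, reason not given; inactive = mean inhibition across replicates below 60%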; also: values of inactives mirror those of a sister screen read the other way
NR2E3 ag-1 – activates human photoreceptor nuclear receptor NR2E3; Q9Y5X4; GST-NR2E3/biotin-RetCOR TR-FRET, 1536-well; inhibition of corepressor binding, % at 4.78 µM; hit rate 0.12% among 320,000; AID 2300;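 active = percent inhibition above the cutoff of mean plus 3 SD of all tested compounds, set per screening campaign, cut at about 20% in these data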;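 also: 0% = DMSO wells and 100% = biotin wells as full block of FRET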
Target sequence (Q9Y5X4 whole entry, looked up): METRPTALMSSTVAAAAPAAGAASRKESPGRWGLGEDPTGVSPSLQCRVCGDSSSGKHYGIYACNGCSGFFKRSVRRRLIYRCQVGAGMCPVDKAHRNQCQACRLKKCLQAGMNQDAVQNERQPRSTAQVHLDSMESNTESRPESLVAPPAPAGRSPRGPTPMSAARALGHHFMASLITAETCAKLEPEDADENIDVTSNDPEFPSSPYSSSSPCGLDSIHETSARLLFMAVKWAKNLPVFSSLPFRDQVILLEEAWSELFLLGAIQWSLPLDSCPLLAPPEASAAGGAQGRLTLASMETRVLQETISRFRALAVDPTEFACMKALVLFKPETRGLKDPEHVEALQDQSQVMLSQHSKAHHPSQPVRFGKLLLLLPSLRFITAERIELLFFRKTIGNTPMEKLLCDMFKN
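System: GST-tagged NR2E3 plus biotinylated RetCOR corepressor; Buffer or medium: pH 7.5 Tris-based buffer; Probe or stimulus: RetCOR corepressor, biotinylated, 7 nM; Doses: compound at 4.8 µM, single dose; Schedule: 5 h incubation at 4 °C; Technique: time-resolved FRET; Evaluation: percent inhibition of TR-FRET ratio; Replication: one well per compound, singlicate testing.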
Peg3 promoter – Peg3 promoter activity inhibition. HeLa PEG-Prom luciferase reporter, luminescence, overnight. inhibition, % at 20 µM. hit rate 1.7% among 360,000. AID 588405;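 active = inhibition of at least 50% at 20 µM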
Vif inh – blocks HIV Vif function; HEK293T cells, Vif self-association by quenched fluorescence, imaging, 24 h; inhibition, % at 7.49 µM; hit rate 0.35% among 340,000; AID 602346; in the data active = inhibition above about 50%, passing the limit was not always enough; inconclusive = no clear call, values can overlap the other calls; inactive = below about 31%; also: some results filed as inactive read as strong as hits
NR2E3 ag-2 – activates human NR2E3 receptor. AID 602229. inhibition of corepressor binding, % at 3.98 µM. Q9Y5X4. hit rate 0.35% among 360,000. CHO-S Gal4-NCOR/VP16-NR2E3 two-hybrid, luciferase;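 active = inhibition above the mean of all tested compounds plus 3 SD, cut at about 70% in these data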;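 also: 0% = DMSO with NR2E3 transfected cells and 100% = cells lacking NR2E3 construct; higher means lower luciferase signal from less NR2E3 corepressor binding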
hiPSC survival – increases survival of single human iPS cells | hiPSC single-cell survival, ATPlite luminescence; 100% = ROCK inhibitor wells, 0% = DMSO | survival enhancement, % at 20 µM | hit rate 0.044% among 360,000 | AID 602274; in the data active = survival enhancement above about 18%;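 also: cells exposed to compounds for 16 hours before the ATP read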
CaV13 ICDI inh – Primary screen for inhibitors of IQ motif and Ca2+-dependent inactivation inhibitor domain binding in CACNA1D, Förster resonance energy transfer in living cells, … | AID 743397 | HEK cells, CFP/YFP FRET ICDI-IQ, plate reader, 10 min; percent FRET-ratio fall versus neutral wells | hit rate 0.098% among 340,000 | inhibition, % at 12.3 µM;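 active = mean replicate inhibition of at least 30% and at least 1% of replicates passing that level; inconclusive = only one of the two criteria is met; inactive = neither criterion is met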;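 also: 0% = median of the neutral control wells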
PDI inh – PDI (human) enzyme inhibition; P07237; PDI insulin aggregation turbidity, A650, 90 min; inhibition, % at 10 µM; hit rate 0.052% among 350,000; AID 588391;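 active = mean inhibition across replicates of 30% or more, whatever share of single replicates reach that level; inconclusive = mean inhibition below 30% while every single replicate reaches 30%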;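 also: absorbance from insulin aggregation driven by PDI reduction with DTT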
Target sequence (P07237 whole entry, looked up): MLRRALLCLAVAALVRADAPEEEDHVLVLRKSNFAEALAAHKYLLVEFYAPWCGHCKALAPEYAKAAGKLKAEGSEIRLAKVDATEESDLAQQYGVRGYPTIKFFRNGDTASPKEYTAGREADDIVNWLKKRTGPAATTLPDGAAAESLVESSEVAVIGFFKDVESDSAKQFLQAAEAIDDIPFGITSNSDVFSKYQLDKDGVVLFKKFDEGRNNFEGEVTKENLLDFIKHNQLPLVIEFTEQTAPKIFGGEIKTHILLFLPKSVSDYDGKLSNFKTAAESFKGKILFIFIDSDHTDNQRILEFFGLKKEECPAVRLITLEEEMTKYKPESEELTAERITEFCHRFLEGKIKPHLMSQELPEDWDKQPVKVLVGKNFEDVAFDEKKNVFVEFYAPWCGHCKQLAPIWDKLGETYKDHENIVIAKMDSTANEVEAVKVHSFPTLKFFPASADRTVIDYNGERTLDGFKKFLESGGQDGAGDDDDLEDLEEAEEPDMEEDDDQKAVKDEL
HIF-2a block – blocks HIF-2a reporter activity | hit rate 0.72% among 360,000 | inhibition, % at 18.8 µM | 786-0 RCC cells HIF-2a reporter, luciferase luminescence, overnight | AID 624352;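 active = inhibition of the luminescence signal of 40% or more relative to plate controls, in a single-dose primary screen at 18.75 µM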
The depositor's hits bear a star; ? = inconclusive; / = no result given; & = joins results of further samples. Compounds were not picked by outcome (roughly 3.5% active in at least one column).

A first look, eight compounds:
SMILES | aDG glyco act | Granule exo inh | TRPM1 prom inh | NR2E3 ag-1 | Peg3 promoter | Vif inh | NR2E3 ag-2 | hiPSC survival | CaV13 ICDI inh | PDI inh | HIF-2a block
CCCNC(=O)COC(=O)c1[nH]c(C)c(C(=O)OCC)c1C | 0.1 | 0 | -9 | 1 | -52 | -1 | -6 | -2.1 | -5 | -8 | -37
O=C(CCN1C(=O)/C(=C/c2ccccc2F)SC1=S)N[C@@H](CO)Cc1ccccc1 | 0.6 | -3 | 5 | 1 | 68* | -6 | 8 | -0.6 | -3 | 5 | 8
COc1ccc(NC(=S)NCCc2c(C)[nH]c3ccc(OC)cc23)cc1 | 0.0 | -4 | 1 | 0 | 5 | 25 | -18 | -2.5 | -21 | 14 | -8
COCCNC(=O)c1cccc(OC2CCN(Cc3ccc(Cl)c(F)c3)CC2)c1 | 0.1 | 3 | 11 | -1 | 18 | -12 | -4 | -0.5 | -18 | 3 | 14
COc1ccc(CNC(=O)c2ccc(N3CCCC3=O)cc2)cc1 | -0.1 | -1 | -24 | 1 | -88 | -1 | -30 | 6.9 | -7 | 0 | -112
CC(C)COC(=O)c1cc(-c2ccc(/C=N/n3cnnc3)o2)ccc1Cl | 0.5 | -1 | -24 | -6 | -25 | 4 | -52 | 1.5 | -6 | -8 | -18
CCOC(=O)c1cccc(NS(=O)(=O)c2c(C(=O)N3CCCCCC3)c(C)n(C)c2C)c1 | 2.3 | 0 | 8 | 1 | 2 | -2 | -4 | -0.3 | -5 | 9 | 13
CCn1cc(C(=O)NCCCN2CCC(C)CC2)c(=O)c2cc(S(=O)(=O)N(C)C3CCCCC3)ccc21 | -0.2 | 2 | -4 | -2 | 14 | 5 | -23 | -0.5 | -2 | 1 | 9

Main list, previewed entries included:
SMILES | aDG glyco act | Granule exo inh | TRPM1 prom inh | NR2E3 ag-1 | Peg3 promoter | Vif inh | NR2E3 ag-2 | hiPSC survival | CaV13 ICDI inh | PDI inh | HIF-2a block
CCCNC(=O)COC(=O)c1[nH]c(C)c(C(=O)OCC)c1C | 0.1 | 0 | -9 | 1 | -52 | -1 | -6 | -2.1 | -5 | -8 | -37
O=C(CCN1C(=O)/C(=C/c2ccccc2F)SC1=S)N[C@@H](CO)Cc1ccccc1 | 0.6 | -3 | 5 | 1 | 68* | -6 | 8 | -0.6 | -3 | 5 | 8
COc1ccc(NC(=S)NCCc2c(C)[nH]c3ccc(OC)cc23)cc1 | 0.0 | -4 | 1 | 0 | 5 | 25 | -18 | -2.5 | -21 | 14 | -8
COCCNC(=O)c1cccc(OC2CCN(Cc3ccc(Cl)c(F)c3)CC2)c1 | 0.1 | 3 | 11 | -1 | 18 | -12 | -4 | -0.5 | -18 | 3 | 14
COc1ccc(CNC(=O)c2ccc(N3CCCC3=O)cc2)cc1 | -0.1 | -1 | -24 | 1 | -88 | -1 | -30 | 6.9 | -7 | 0 | -112
CC(C)COC(=O)c1cc(-c2ccc(/C=N/n3cnnc3)o2)ccc1Cl | 0.5 | -1 | -24 | -6 | -25 | 4 | -52 | 1.5 | -6 | -8 | -18
CCOC(=O)c1cccc(NS(=O)(=O)c2c(C(=O)N3CCCCCC3)c(C)n(C)c2C)c1 | 2.3 | 0 | 8 | 1 | 2 | -2 | -4 | -0.3 | -5 | 9 | 13
CCn1cc(C(=O)NCCCN2CCC(C)CC2)c(=O)c2cc(S(=O)(=O)N(C)C3CCCCC3)ccc21 | -0.2 | 2 | -4 | -2 | 14 | 5 | -23 | -0.5 | -2 | 1 | 9
COc1ccc(C(c2nnnn2C2CCCC2)N2CCc3ccccc3C2)cc1OC (configuration not stated) | -0.2 | 2 | -4 | / | 16 | -7 | -2 | -2.1 | -7 | -1 | 23
CC(C)Oc1ccc(C2CC(=O)N(c3ccccc3)C2=O)cc1 (configuration not stated) | -0.3 | 2 | 4 | -2 | -9 | 3 | 5 | 2.5 | 0 | -2 | -57
Oc1cccc(C=Nc2cccc3ccccc23)c1O | -0.4 | 50 | 15 | 5 | 6 | -3 | -22 | 0.1 | -22 | 3 | 14
Cc1ccc(NC(=O)c2ccccc2O)cc1 | -0.1 | -6 | -29 | 2 | -302 | -1 | -131 | -3.4 | -5 | 11 | -271
COc1ccccc1C(=O)Cc1ccccc1 | 0.0 | 27 | -15 | / | -31 | 5 | -11 | 2.5 | -7 | -4 | -47
CCCNc1nc2c(c(=O)[nH]c(=O)n2C)n1CCC(C)C | -0.2 | -2 | 7 | 2 | -16 | 7 | 0 | 6.4 | / | -8 | -8
COc1ccc2nc(-c3ccccn3)ccc2c1 | 1.2 | -1 | / | / | -127 | / | -147 | -2.5 | -5 | -3 | -77
CC(=O)c1ccc(Cc2cnc(N)s2)cc1 | 0.0 | -2 | -4 | 2 | -7 | 5 | -35 | -2.4 | -1 | -1 | -10
O=C(O)C1CC=CCC1C(=O)Nc1ccccc1Cl (configuration not stated) | -0.2 | 1 | 5 | 3 | 2 | 7 | -6 | -0.1 | -7 | -2 | 20
Cc1cc(OCC(=O)N2CCN(c3ccc(F)cc3)CC2)c2c(C)cc(=O)oc2c1 | -0.2 | 1 | 13 | 2 | 26 | -1 | 11 | 0.3 | -3 | 12 | 9
CCn1c(SCC(=O)Nc2ccccc2)nc2c(c1=O)SCC2 | -0.2 | -6 | / | / | 13 | 9 | -21 | 2.1 | -17 | -8 | 13
O=C(Nc1ccccc1-c1ccccc1)c1cccs1 | 0.6 | ? | 2 | 3 | 8 | 1 | 18 | 5.5 | -1 | 1 | -2
COc1ccccc1NC(=O)C1CCCN1C(=O)NCc1ccccc1 (configuration not stated) | -0.1 | -1 | 5 | -3 | 5 | -1 | 2 | 2.2 | -4 | 11 | 6
CCCCSc1nnc(-c2ccc(C)cc2)o1 | -0.1 | 6 | -34 | 1 | -235 | -2 | -114 | 0.6 | -5 | -12 | -165
CCOc1cc(/C=C/C(=O)OCC(=O)NC2CCS(=O)(=O)C2)ccc1OCc1ccccc1 (configuration not stated) | 0.1 | -2 | -16 | -3 | 9 | -4 | 23 | 1.7 | -7 | -4 | 4
CC1CCCC(NC(=O)COC(=O)COc2cccc(F)c2)C1C (configuration not stated) | -0.1 | -18 | 1 | / | 12 | 5 | -35 | -0.5 | -6 | 2 | 19
CCOC(=O)N1CCC(N(C(=O)Nc2ccc(CC)cc2)C(C)CC)CC1 (configuration not stated) | -0.1 | 4 | -6 | 4 | -2 | 1 | -26 | -2.2 | -10 | 6 | -31
CNC(=O)Cn1c(C)cc(=O)c2cccc(OC)c21 | 0.0 | 11 | / | -4 | 18 | 6 | 9 | 0.7 | -17 | -11 | 13
CCCCn1cnc2c(c(CC#N)nn2-c2ccccc2)c1=N | 0.6 | 18 | 12 | / | 11 | 0 | -2 | 4.9 | -7 | -3 | 12
CCC(=O)Nc1ccc2c(c1)ncn2C | -0.3 | 9 | 0 | 1 | -11 | 19 | -10 | -1.5 | -1 | 1 | 4
O=C(CCc1nc2ccccc2s1)N1CCN(S(=O)(=O)c2cccs2)CC1 | 0.0 | -6 | -11 | 2 | 2 | -5 | -1 | -2.3 | -4 | 0 | 4
N#Cc1ccccc1NC(=S)NC(=O)c1cccs1 | 0.0 | -1 | 18 | 0 | -76 | -14 | -94 | 1.2 | -15 | -5 | -177
O=C1C(Cc2ccccc2)Nc2ncnc(N3CCCCC3)c2N1Cc1ccc(Br)cc1 (configuration not stated) | -0.1&-0.1 | -6&5 | -5 | / | 18&30 | -3 | 10&-1 | 0.3&3.6 | -12&-6 | 5 | 22&-2
CCOC(NC(=O)c1ccccc1)C(NC(=O)c1ccccc1)OCC (configuration not stated) | -0.1 | 9 | 0 | -1 | 17 | -2 | -25 | 6.2 | -4 | 12 | 12
Cc1noc(C)c1NC(=O)Nc1ccc2c(c1)CC(=O)N([C@H](C)CO)C[C@@H](C)[C@H](CN(C)CC1CCCCC1)O2 | -0.2 | -7 | -2 | / | -4 | -2 | 38 | 4.3 | -9 | 1 | 9
Cc1c(NC(=S)NC(=O)c2sc3ccccc3c2Cl)cccc1C(=O)O | -0.2 | 1 | -5 | 2 | -34 | 8 | -170 | -0.2 | -4 | -3 | -21
Cc1cc(C)n(-c2nc(NCC(C)O)c3c4c(sc3n2)COC(C)(C)C4)n1 (configuration not stated) | 0.7 | 1 | -16 | 6 | -22 | / | -5 | 0.0 | -3 | -1 | -57
Cc1ccccc1CCNC(=O)c1cc(C2CC2)nc2c1cnn2C(C)C | 0.2 | -3 | -5 | 2 | 34 | / | 21 | 3.1 | -5 | -3 | 8
CCOc1cc(C(=O)Nc2ccccc2N2CCOCC2)ccc1OCC(=O)N1CCOCC1 | 0.2 | 2 | 0 | 2 | 10 | -5 | -2 | 2.1 | -3 | 3 | -6
COc1ccc(-c2nc(N)c(C#N)c(-c3cccnc3)c2C)cc1 | -0.1 | -7 | 6 | 3 | 10 | 3 | -28 | -0.6 | -4 | -4 | 28
CCNC(=S)Nc1cccc(NC(=O)c2ccccc2O)c1 | -0.1 | -3 | 17 | 1 | -4 | -3 | -4 | -0.3 | -4 | 9 | -9
O=C(NCCC1CCCC1)C1CCC(=O)N(CCCN2CCCC2=O)C1 (configuration not stated) | -0.2 | -10 | 3 | 1 | 7 | -1 | -33 | -0.4 | -10 | -9 | 12
CCc1nnc(NS(=O)(=O)c2ccc(NC(=O)CCC(=O)O)cc2)s1 | 0.0 | -4 | -3 | 0 | 8 | 0 | 11 | 0.0 | -2 | 0 | 10
O=C(Cc1ccccc1)N/N=C/C=C/c1ccccc1[N+](=O)[O-] | 0.0 | -3 | / | -2 | -82 | -7 | -14 | 0.0 | -5 | -3 | -176
COc1ccc(/C=N/NC(=O)c2cccnc2)cc1CSc1ccccn1 | 0.1 | 15 | 10 | -3 | 1 | 26 | -15 | -0.7 | -5 | 2 | 3
CCOC(=O)c1c(C)nc(SCC(N)=O)c(C#N)c1-c1ccccc1 | -0.2 | -7 | -4 | -1 | 19 | -6 | -9 | -0.5 | -7 | -3 | 7
COc1ccc2c(CC(=O)NCc3ccc4c(c3)OCO4)coc2c1 | 0.1 | 1 | 7 | -1 | 6 | -17 | 4 | -0.4 | -7 | 9 | -2
C(=NN=C(NN=Cc1cccs1)NN=Cc1cccs1)c1cccs1 | 4.1 | 9 | -7 | / | 78* | 2 | 7 | -1.2 | -10 | 3 | -123
CCOC(=O)C1CCCN(C(=O)c2cccnc2Oc2ccccc2)CC1 (configuration not stated) | -0.2 | -2 | / | / | 4 | -8 | -32 | 0.0 | -5 | 0 | 14
